RT RNaseH block: inhibitors of HIV-1 reverse transcriptase RNase H; RT-RNase H RNA/DNA duplex cleavage, fluorescence; P04585; inhibition, % at 10 µM; hit rate 1.9% among 65,000; in the data active means inhibition above about 50%
RmlCD inh mix: RmlC/RmlD inhibition, mixture screen | RmlC/RmlD coupled enzyme inhibition, 384-well mixture HTS | inhibition, % at 5.5 µM | hit rate 0.39% among 110,000; in the data active means inhibition above about 30%, passing the limit was not always enough; inconclusive means no clear call, values can overlap the other calls; further: strong numbers were not always called active
Numbers without * were called inactive; u = inconclusive; x = not tested or not shown.

smiles,RT RNaseH block,RmlCD inh mix
O=C(Oc1ccc2c(=O)c(Oc3ccc4ccccc4c3)coc2c1)c1ccco1,x,6
Cc1cccc(Cn2c(SCCN3CCCCC3)nc3c2c(=O)[nH]c(=O)n3C)c1,-12,-10
COc1ccc(NC(=O)C2CCCN2C(=O)Nc2ccccc2)cc1OC (stereo unspecified),x,-10
CCCCn1ccc(=O)c2c(C(F)(F)F)nccc21,-1,-8
COc1ccc(-c2cc(=O)[nH]c(NCc3ccccc3)n2)cc1,-35,-8
CCOc1ccc(Nc2cc(=O)n(C)c(=O)n2C)cc1,0,x
Cc1ccc(S(=O)(=O)NC2CCCc3ccccc32)cc1C (stereo unspecified),x,-12
CCCCn1c(=O)c(C(=O)c2ccccc2)nc2ccccc21,x,2
c1ccc(CN2CCN(c3nc4ccccc4c4ccccc34)CC2)cc1,x,-16
CCOCCOc1nc2c(c(=O)n(C)c(=O)n2C)n1CCc1ccccc1,12,7
CCC(=O)N1c2ccccc2NC2=C(C(=O)CCC2)C1c1ccc(N(C)C)cc1 (stereo unspecified),-7,-3
O=C(NCCCn1ccnc1)c1cccnc1,-14,9
CC(C)NC(=O)CN1C(=O)NC(CCc2ccccc2)C1=O (stereo unspecified),x,-8
CC1CCCCC1NC(=O)C(=O)NCC1CCCO1 (stereo unspecified),x,10
Clc1ccc(Cn2c(-c3cccnc3Cl)nc3ccccc32)c(Cl)c1,x,-6
O=C(NCc1nc2ccccc2[nH]1)C1=C[C@H](c2csc3ccccc23)C[C@H](OCc2ccc(CO)cc2)O1,x,-8
CCCCCCCCC(=O)Nc1cc(C)ccc1OC,x,-5
CC(C)(C)Cc1nc2ccccc2n1CCc1ccccc1,x,-14
COCCNC(=O)c1nn(-c2cc(OC)cc(OC)c2)c(=O)c2ccccc12,-8,-11
CCOc1cc(C2Nc3ccccc3C(=O)N2c2ccccc2OC)ccc1O (stereo unspecified),7,21
CC1=C(C(=O)OC(C)C)C(c2cccnc2)C2=C(CC(C)(C)CC2=O)N1 (stereo unspecified),x,13
CC1CCCN(S(=O)(=O)Cc2ccc(Cl)cc2)C1 (stereo unspecified),x,5
CCOC(=O)C1=C(C)NC(=O)NC1c1ccc(OC(C)C(=O)O)c(OC)c1 (stereo unspecified),-10,0
CCOC(=O)C1CCCN(C2CC(=O)N(c3ccc(C)c(C)c3)C2=O)C1 (stereo unspecified),6,x
N#CC1(P(=O)(c2ccccc2)c2ccccc2)CC1,-16,-5
Cc1ccnc(-n2sc3ccccc3c2=O)n1,84*,x
Cc1sc(NC(=O)CN2CCOCC2)c(C(=O)c2ccccc2)c1C,x,3
CCCCn1c(-c2csc3c2CCCC3)n[nH]c1=S,x,4
CC(C)NC(=O)C1(c2ccccc2)CCOCC1,x,11
CCN1C(=O)C(C)S/C1=N\S(=O)(=O)c1ccc(Cl)s1 (stereo unspecified),-8,-11
COc1ccc(N2CCN(C(=N)/C(C(C)=O)=C(\C)O)CC2)cc1,x,5
CSC(=NNC(=O)c1ccc(O)cc1)SC,x,7
Clc1ccc(-c2nc3ccccn3c2CN2CCOCC2)cc1,x,-16
Cn1c(=O)c2c(ncn2CCCNC2=CC(C)(C)CC(=O)C2)n(C)c1=O,-4,-65
COC(=O)[C@@]1(Cc2ccc(OC)cc2)[C@H]2c3cc(C(=O)N4CCCC4)n(CCSCCO)c3C[C@H]2CN1C(=O)c1ccccc1,x,23
Cc1cccc(NC(=O)CSc2nnc(-c3ccccc3C)o2)c1,-4,7

Brought forward from above: 2 entries, followed by the next part.
smiles,RT RNaseH block,RmlCD inh mix
COC(=O)[C@@]1(Cc2ccc(OC)cc2)[C@H]2c3cc(C(=O)N4CCCC4)n(CCSCCO)c3C[C@H]2CN1C(=O)c1ccccc1,x,23
Cc1cccc(NC(=O)CSc2nnc(-c3ccccc3C)o2)c1,-4,7
CCc1cc(C(=O)NNC(=S)NCc2ccccc2)cs1,x,-4
Cc1ccc(NC(=O)NNC(=O)Cn2nc(-c3ccccc3)c(-c3ccccc3)c(C#N)c2=O)cc1,x,-8
COc1ccc(S(=O)(=O)Nc2cc(C(=O)NC3CCCCCC3)ccc2N2CCOCC2)cc1,7,-6
Cc1nc2nc(SCC(=O)C(C)(C)C)[nH]c2cc1Br,-1,7
c1ccc(N2CCN(Cc3nnnn3C3CCCCC3)CC2)cc1,-1,4
Cc1ccc(C)c(N2CCN(S(=O)(=O)c3ccc4c(c3)oc(=O)n4C)CC2)c1,-11,-14
COc1ccc(S(=O)(=O)N2CCC(C(N)=O)CC2)cc1,-6,-21
Cc1cccc(C(=O)O/N=C(\N)c2cccc([N+](=O)[O-])c2)c1,x,7
O=C(CCN1CCCCC1)c1ccccc1,x,11
COC(=O)c1ccccc1NC(=O)CN(c1ccc(OC)cc1)S(C)(=O)=O,x,19
CC1CCCCN1C(=O)Cn1cc(C#N)c2ccccc21 (stereo unspecified),x,2
CC1CCC/C=C/C(=O)c2c(O)cc(O)cc2CC(=O)O1 (stereo unspecified),x,1
COc1ccc(C(=O)Cn2c(=O)c(CCC(=O)O)nn3c4ccccc4nc23)cc1OC,-21,12
COc1nc(OC)nc(N(C)CCO)n1,-9,-6
Cc1ccc(C(=O)NNC(=S)Nc2cccc3ccccc23)s1,x,-8
Cc1nnc(SCC(=O)Nc2ccc(Br)cn2)[nH]c1=O,-9,-10
CCC(C)c1nc2ccsc2c(N2CCOC2=O)c1-c1ccccc1 (stereo unspecified),x,-33
Clc1cc(CSc2ccccc2)nc(-c2ccccc2)n1,x,8
COc1ccc2c(c1OC)C(=O)OC2CC(=O)c1ccc(N(C)C)cc1 (stereo unspecified),2,-10
O=C(COC(=O)[C@H](Cc1ccccc1)NS(=O)(=O)c1ccccc1F)NC1CCCCC1,x,12
COc1ccccc1CN1CCN(C(CC(C)C)c2nnnn2Cc2cccs2)CC1 (stereo unspecified),-14,7
CCc1c(C)c(C#N)c2nc3ccccc3n2c1NCCN(C)C,-12,9
COc1cc(/C=C/C(=O)c2ccc(Cl)s2)cc(OC)c1O,x,8
O=C(/C=C/c1ccco1)NC(=S)Nc1ccc(N2CCOCC2)c(Cl)c1,x,-8

Whole records, quoted from the list. Screens in order: RT RNaseH block, RmlCD inh mix
`CCCCCCCCC(=O)Nc1cc(C)ccc1OC` across the screens: x, -5
`CC1CCC/C=C/C(=O)c2c(O)cc(O)cc2CC(=O)O1` (stereo unspecified) across the screens: x, 1
`CCCCn1ccc(=O)c2c(C(F)(F)F)nccc21` across the screens: -1, -8
`CC1=C(C(=O)OC(C)C)C(c2cccnc2)C2=C(CC(C)(C)CC2=O)N1` (stereo unspecified) across the screens: x, 13

(more compounds)
smiles,RT RNaseH block,RmlCD inh mix
CCOc1ccc(Br)cc1CC(=O)O,0,-19
COc1cccc(NC(=S)NCCC(c2ccccc2)c2ccccc2)c1,x,-2
CSc1ccccc1C(=O)Nc1cccc(N(C)S(C)(=O)=O)c1,-12,-9
O=C(Nc1cnn(Cc2ccc(Cl)cc2Cl)c1)c1noc2c1CCCC2,-37,-6
CCC(C)(C(=O)NC1CCCCC1)N(CC1CCCO1)C(=O)CNC(=O)c1ccccc1 (stereo unspecified),x,-6
O=C(COc1ccc(Cl)cc1Cl)NCCCCc1ccccc1,x,18
CCCCCC(=O)Nc1nc2ccccc2[nH]1,x,-14
OC1(c2cn(Cc3ccccc3)nn2)CCCCC1,-2,-8
CCOC(=O)CCN=Cc1c(O)n(-c2ccc(Br)cc2)c(=O)[nH]c1=O,2,-9
N#CCSc1nc2c(sc(=S)n2Cc2ccco2)c(=O)n1-c1ccc(F)cc1,-1,-3
CCOC(=O)c1nnn(CC(=O)Nc2cccc(F)c2)c1C(=O)OCC,-4,10
CCN1CCn2c1nc(N1CCCCC1)nc2=O,-6,-19
CCn1c(=O)c(=O)[nH]c2cc(C(=O)N3CCN(c4ccccc4F)CC3)ccc21,-1,-15
CC(=O)Nc1sc(N)nc1-c1ccccc1,-2,-11
CCc1ccc2c(c1)c1nc(C)sc1n2CC,-8,4
Cc1ccc(NC(=O)CC2NCCNC2=O)cc1 (stereo unspecified),-1,1
O=C(Oc1ccc(OC(=O)c2ccncc2)cc1)c1ccncc1,-5,x
CC1(c2ccc3noc(-c4ccccc4)c3c2)OCCO1,-27,-9
Cc1onc(-c2ccccc2Cl)c1C(=O)Nc1sc2c(c1C#N)CCC2,42,-3
OCCOc1ccc(C2=NCCO2)cc1,-7,10
Cc1cc(=O)[nH]c(SCC(=O)N2CCC(C(N)=O)CC2)n1,-11,7
O=C(CSc1nnc(CNC(=O)c2ccccc2F)o1)NCC1CCCO1 (stereo unspecified),2,2
O=C(C1CCN(S(=O)(=O)c2ccc3c(c2)OCCO3)CC1)N1CCc2ccccc21,1,5
CC(C)CNC(=S)NNC(=O)c1csc2ccccc12,x,1
CC(NC(=O)c1ccc(=O)oc1)c1ccccc1 (stereo unspecified),-4,13
CCc1nc2c(c(SC)nn2-c2ccccc2)c(N)c1C(=O)OC,x,-5
CN(C)c1ccc(/C=N/NC(=O)C(O)(c2ccccc2)c2ccccc2)o1,x,-4
Cc1c(NC(=O)c2c(F)c(F)c(F)c(F)c2F)c(=O)n(-c2ccccc2)n1C,8,-7
Cc1ccc(-c2c3c(=O)n(C)c(=O)n(C)c3c3c(C)cc(C)nn23)cc1,-26,x
CC(NC(=O)C1CC1)C(c1cccs1)N1CCN(c2ccccc2)CC1 (stereo unspecified),-1,-16
CCC(=O)Nc1cc(C(=O)OCC(=O)c2ccccc2Cl)ccc1C,x,17
CC1=C(C(=O)OC(C)C)C(c2cccnc2)n2ncnc2N1 (stereo unspecified),-8,-7
COc1ccc(-c2nnc(SCC(=O)N3CCOCC3)n2C)cc1OC,x,1
N#Cc1nc(-c2ccc(Cl)cc2)oc1NCc1ccco1,-33,-25
O=C1c2ccccc2S(=O)(=O)c2cc(N3CCC4(CC3)OCCO4)ccc21,x,6
Cn1c(C(=O)N2CCN(c3ncccn3)CC2)cc2c(=O)n(C)c3ccccc3c21,-2,-6
COc1cc(S(=O)(=O)N2CCC(c3nc4ccccc4s3)CC2)ccc1S(=O)(=O)N1CC(C)CC(C)C1 (stereo unspecified),x,1
CCC1CCCCN1CCNC(=O)CCS(=O)(=O)c1ccc(Br)cc1 (stereo unspecified),x,-12
Cc1ccccc1CSCC(=O)N/N=C/c1cccs1,x,u
Cc1nc(N2CCN(C)CC2)c2c(C)c(C(=O)Nc3ccc(F)cc3)sc2n1,-3,-8
O=C(c1ccc2nc(N3CCOCC3)sc2c1)N1CCC(Cc2ccccc2)CC1,x,1
S=c1[nH]ncn1/N=C/c1ccc(Br)cc1,21,-7
O=C(c1ccccc1-c1ccccc1)N1CCOCC1,4,0
c1ccc(CSc2nnc(-c3ccco3)n2Cc2ccccc2)cc1,-24,0
CN(C)/C=C/C(=O)c1cccc(Cl)c1,x,-1
CC1CC(C)CN(c2ncc3c(n2)CC(c2ccccc2Cl)CC3=O)C1 (stereo unspecified),-50,-10
COc1ccc(Cn2nnnc2C(c2ccccc2)N2CCN(C3CCCC3)CC2)cc1 (stereo unspecified),-4,-8
CN(C)c1nc2n(c(=O)n1)CCO2,-11,x
O=C(N/N=C/c1cccn1-c1ccc([N+](=O)[O-])cc1)C(O)c1ccccc1 (stereo unspecified),x,4
CC(C)N1C(=O)C2C(C(=O)NCc3ccccc3)C3C=CC2(O3)C1C(=O)NC(C)(C)C (stereo unspecified),-27,-5
CCCCc1nc(SCC(=O)Nc2ccc(S(N)(=O)=O)cc2)n[nH]1,-19,-4
CCOCCCN(C(=O)Cn1nnc2ccccc21)C(C(=O)NCc1ccco1)c1ccncc1 (stereo unspecified),3,-2
COc1ccc(S(=O)(=O)NC(C)(C)C)cc1-c1nnc2c3ccccc3c(C)nn12,x,2
O=C(Nc1cccc(-c2nc3ncccc3o2)c1)c1ccco1,x,-7
C/C(Cl)=C/Cn1c(NCCCn2ccnc2)nc2c1c(=O)[nH]c(=O)n2C,2,2
COc1ccc(N(CC(=O)NCCSC2CCCCC2)S(C)(=O)=O)c(OC)c1,x,6
O=C(C1CCN(S(=O)(=O)c2cccc3nsnc23)CC1)N1CCCc2ccccc21,-26,29
COc1cccc(NS(=O)(=O)c2ccc(S(=O)(=O)N3CCOCC3)cc2)c1,-5,8
Cc1nnc2sc(-c3ccc(NC(=O)CSc4ccc(Cl)cc4)cc3)nn12,-4,-8
COc1ccc(CNC(=O)c2ccc(NC(=O)C3CCCO3)cc2)cc1 (stereo unspecified),4,-24

Look-ups from the list.
RmlCD inh mix result of Cc1ccc(C)c(N2CCN(S(=O)(=O)c3ccc4c(c3)oc(=O)n4C)CC2)c1 : -14
RmlCD inh mix result of Cc1ccc(NC(=O)NNC(=O)Cn2nc(-c3ccccc3)c(-c3ccccc3)c(C#N)c2=O)cc1 : -8
RT RNaseH block result of Cc1nc(N2CCN(C)CC2)c2c(C)c(C(=O)Nc3ccc(F)cc3)sc2n1 : -3
RmlCD inh mix result of CCc1nc2c(c(SC)nn2-c2ccccc2)c(N)c1C(=O)OC : -5
RT RNaseH block result of COc1ccc(Cn2nnnc2C(c2ccccc2)N2CCN(C3CCCC3)CC2)cc1 (stereo unspecified) : -4
RmlCD inh mix result of CSc1ccccc1C(=O)Nc1cccc(N(C)S(C)(=O)=O)c1 : -9

Other structures follow:
smiles,RT RNaseH block,RmlCD inh mix
Cc1cc(=O)n2nc(N3CCCC(C(=O)N4CCOCC4)C3)sc2n1 (stereo unspecified),-3,-5
CCOC(=O)CC1=NC(=O)CS1,-10,4
COc1cc(/C=N/Nc2nc(N3CCCC3)nc(N3CCCC3)n2)ccc1O,x,9
Cc1ccc(NC(=O)CSc2nnc(COc3ccc(C#N)cc3)n2-c2ccccc2)cc1C,2,-11
CC(C)(O)c1ccc2c(c1)CCC1C(C)(C(=O)O)CCCC21C (stereo unspecified),x,3
Cc1ccc(C(C)C)c(OCCNC(=S)Nc2cccc3ccccc23)c1,x,9
COC(=O)c1ccccc1NC(=O)c1cc(C2CC2)on1,0,0
O=C(O)C1CC(=O)N(CCc2ccccc2)C1 (stereo unspecified),x,-17

Only part of the results is shown; the hit share may differ from the screen's.
